LYPLA1 inh = counter-screen for PME1 inhibitors: inhibitors of human LYPLA1; recombinant LYPLA1, FP-Rh probe fluorescence polarization; 320,000 tested, 0.16% active; O75608; inhibition, % at 5.9 µM;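 active = inhibition above the mean of all tested compounds plus 3 SD, set per campaign, cut at about 14% in these data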;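 note: inhibitors block serine hydrolase probe labeling of LYPLA1 so polarization falls; 0% = enzyme with DMSO and 100% = wells lacking LYPLA1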
Target sequence (O75608 whole entry, looked up): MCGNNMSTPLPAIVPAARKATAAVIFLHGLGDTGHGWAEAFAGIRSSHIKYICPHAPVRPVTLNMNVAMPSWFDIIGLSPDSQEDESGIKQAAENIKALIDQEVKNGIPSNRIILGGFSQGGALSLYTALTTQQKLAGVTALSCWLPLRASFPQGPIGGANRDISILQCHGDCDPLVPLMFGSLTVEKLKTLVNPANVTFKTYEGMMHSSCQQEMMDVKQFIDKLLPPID
GSTO1 counter = blocks human GSTO1 in RBBP9 counter-screen; 300,000 tested, 1.1% active; inhibition, % at 5.96 µM; recombinant GSTO1, activity-based probe fluorescence polarization; AID 1974;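 active = inhibition above the campaign mean inhibition plus 3 SD, cut at about 35% in these data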;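 note: 0% = GSTO1-1 with DMSO and 100% = wells lacking GSTO1-1 enzyme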
Target sequence (P78417 whole entry, looked up): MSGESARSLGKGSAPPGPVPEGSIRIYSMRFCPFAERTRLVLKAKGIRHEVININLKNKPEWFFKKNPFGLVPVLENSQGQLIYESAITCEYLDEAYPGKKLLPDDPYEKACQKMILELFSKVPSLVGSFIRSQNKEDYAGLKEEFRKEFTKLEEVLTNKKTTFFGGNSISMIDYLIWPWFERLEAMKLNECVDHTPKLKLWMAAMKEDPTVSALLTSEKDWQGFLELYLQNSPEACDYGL
PAFAH1B2 inh = PAFAH1B2 (human) inhibition; inhibition, % at 3.39 µM; P68402; 340,000 tested, 1.2% active; recombinant PAFAH1B2, FP-rhodamine activity probe, fluorescence polarization;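 active = inhibition above the mean of all tested compounds plus 3 SD, cut at about 24% in these data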;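 note: 0% = enzyme with DMSO and 100% = wells lacking PAFAH1B2; many of its hits are not listed in these tables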
LYPLA2 inh = LYPLA2 (human) inhibition in PME1 counter-screen; O95372; recombinant LYPLA2, FP-Rh probe fluorescence polarization; inhibition, % at 5.9 µM; 320,000 tested, 0.38% active;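 active = inhibition above the screen-wide mean plus 3 SD, limit set per campaign, cut at about 26% in these data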;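 note: 0% = LYPLA2 with DMSO and 100% = wells lacking LYPLA2 enzyme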
PAFAH2 inh = PAFAH2 (human) inhibition; 340,000 tested, 0.99% active; AID 492956; inhibition, % at 3.39 µM; recombinant PAFAH2, FP-rhodamine activity probe, fluorescence polarization; Q99487;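 active = inhibition above the mean over all tested compounds plus 3 SD, cut at about 30% in these data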;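 note: inhibitors block probe labeling of enzyme so polarization drops; 0% = enzyme with DMSO and 100% = wells lacking PAFAH2 protein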
PAD4 FP inh = PAD4 (human) enzyme inhibition. Q9UM07. recombinant PAD4, RCA probe fluorescence polarization. inhibition, % at 6.36 µM. 330,000 tested, 0.41% active. AID 485272;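 active = percent inhibition above a cutoff equal to the mean of all tested compounds plus 3 SD, cut at about 15% in these data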;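 note: 0% = PAD4 with RCA probe and DMSO and 100% = probe without PAD4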
PAFAH1B3 inh = inhibitors of human PAFAH1B3; recombinant PAFAH1B3, FP-rhodamine probe, fluorescence polarization; Q15102; 340,000 tested, 0.28% active; inhibition, % at 3.39 µM;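 active = inhibition above the screen-wide average of all tested compounds plus 3 SD, cut at about 25% in these data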;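 note: 0% = enzyme with DMSO only and 100% = wells lacking PAFAH1B3 protein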
Target sequence (Q15102 whole entry, looked up): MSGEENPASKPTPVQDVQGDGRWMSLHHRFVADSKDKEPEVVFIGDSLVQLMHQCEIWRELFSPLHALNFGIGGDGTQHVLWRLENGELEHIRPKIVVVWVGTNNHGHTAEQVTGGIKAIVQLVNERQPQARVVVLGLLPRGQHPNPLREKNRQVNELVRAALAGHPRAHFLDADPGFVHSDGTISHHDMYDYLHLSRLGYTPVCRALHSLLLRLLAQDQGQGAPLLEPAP
PME-1 inh = PME-1 (human) inhibition. Q9Y570. recombinant PME-1, FP-Rh probe fluorescence polarization. inhibition, % at 5.9 µM. 320,000 tested, 0.53% active;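 active = inhibition above the campaign mean of all compounds plus 3 SD, cut at about 26% in these data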;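 note: competitive labeling of PME-1 active site by serine hydrolase directed probe; 0% = PME-1 with DMSO and 100% = wells lacking PME-1 enzyme; inhibitors block probe labeling so polarization falls and inhibition rises; many of its hits are not listed in these tables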
Target sequence (Q9Y570 whole entry, looked up): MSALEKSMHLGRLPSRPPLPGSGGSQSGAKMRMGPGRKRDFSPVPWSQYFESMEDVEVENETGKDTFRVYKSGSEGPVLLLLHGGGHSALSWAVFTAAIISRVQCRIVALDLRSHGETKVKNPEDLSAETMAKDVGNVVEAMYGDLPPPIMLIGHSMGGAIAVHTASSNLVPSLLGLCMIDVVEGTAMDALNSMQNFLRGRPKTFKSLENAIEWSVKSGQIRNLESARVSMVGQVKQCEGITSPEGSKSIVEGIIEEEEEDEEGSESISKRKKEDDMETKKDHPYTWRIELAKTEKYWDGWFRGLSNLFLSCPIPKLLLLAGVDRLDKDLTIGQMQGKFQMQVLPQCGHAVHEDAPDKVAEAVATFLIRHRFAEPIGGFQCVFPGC
pPAFAH FP inh = inhibitors of human plasma PAF acetylhydrolase (pPAFAH) | AID 463082 | recombinant pPAFAH, FP-rhodamine probe fluorescence polarization | inhibition, % at 3.39 µM | 330,000 tested, 1.5% active | Q13093;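 active = inhibition above the mean inhibition across the screen plus 3 SD, cut at about 25% in these data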;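 note: inhibitors block binding of the rhodamine activity-based probe so polarization drops; 0% = enzyme with DMSO and 100% = wells lacking pPAFAH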
Starred values were filed as active, the others as inactive; nt = no result given; & = joins results of further samples; ! = a repeat was not active. An excerpt. The share of hits here may be higher or lower than overall.

Every second line gives: PME-1 inh	PAFAH1B2 inh	PAFAH1B3 inh	LYPLA1 inh	pPAFAH FP inh	GSTO1 counter	PAD4 FP inh	PAFAH2 inh	LYPLA2 inh
> O=C(CSc1nccn1Cc1ccccc1)Nc1nccs1
  1	-3	2	0	3	-5	2	4	8
> CCOc1ccccc1C(=O)NCC(=O)NCC1CCCCC1
  1	4	4	-1	2	-3	2	-4	-5
> O=C(NCc1cccs1)C1CCCN1C(=O)NC1CCCCC1 (stereo not given)
  -4	4	9	2	3	6	-1	-14	3
> O=C(CCCC(=O)OCC(F)(F)C(F)F)Nc1nccs1
  4	-4	0	0	10	3	-2	0	3
> O=C(CCc1nnc(Cc2ccc(-c3ccccc3)cc2)o1)NCCc1ccccn1
  -1	3	-1	3	2	-3	-6	-6	4
> CCN(C(=O)CSc1ncnc2sc(C)c(C)c12)C1CCS(=O)(=O)C1 (stereo not given)
  0	2	2	4	4	-4	-4	-2	5
> O=C(CN1CCCCC1)Nc1ccc(NC(=O)c2ccccc2Cl)cc1Cl
  2	0	-1	-2	-5	-101	4	-10	0
> COC(=O)c1ccc(Cl)c(NC(=O)CN2CCN(Cc3ccccc3)CC2)c1
  3	-1	1	0	2	4	2	-5	5
> COc1ccc(/C=C2\N=C(C)OC2=O)cc1OC
  -8	-1	1	-7	-3	4	2	1	-4
> CS/C(=N\S(=O)(=O)c1cccs1)NC(=O)CSc1nc2ccccc2s1
  0	20&12	31*!	-1	8	-26	18*	3&20	-3
> COc1ccc(NC(=O)CSc2nnnn2C2CC2)cc1S(=O)(=O)N1CCOCC1
  7	0	-4	1	7	nt	6	4	11
> Cc1ccc(C(=O)NCc2ccccc2)cc1Br
  1	8	1	-6	2	2	2	1	-5
> CN(C)c1ccc(NC(=O)CN2CCN(CC(=O)Nc3ccc(F)cc3)CC2)cc1
  4	5	2	-4	5	4	2	8	2
> O=[N+]([O-])c1ccc(/C=C/c2ccncc2)cc1
  -9	4	6	4	-6	-5	-9	-3	-4
> S=C(Nc1ccc(Cl)cc1)NC1CC2CCC(C1)N2Cc1ccccc1 (stereo not given)
  -4	2	0	-1	-5	-2	-5	2	3
> Cc1cc(C)n2nc(C(=O)Nc3nccs3)nc2n1
  -4	-3	1	2	2	3	-4	4	1
> COc1ccc(N(CC(=O)NCCc2cccc(C)c2)S(=O)(=O)c2c(C)noc2C)cc1
  -3	2	0	-2	-2	-1	5	-3	-3
> COc1ccccc1NS(=O)(=O)c1cccc(NC(=O)c2nc3nc(C)cc(C)n3n2)c1
  1	0	3	0	3	-15	-2	-4	-9
> O=C1CC(N2CCOCC2)C(=O)N1c1ccccc1Cl (stereo not given)
  -6	7	0	1	-4	-1	-4	4	-7
> CCC(C)(C)C1CCC2(CC1)NC(=O)N(CC(=O)NCCc1ccc(OC)c(OC)c1)C2=O (stereo not given)
  5	25*	-1	0	1	nt	-2	1	6

Structures above marked active in PAFAH1B3 inh:
canonical_smiles	PME-1 inh	PAFAH1B2 inh	PAFAH1B3 inh	pPAFAH FP inh	PAD4 FP inh	PAFAH2 inh
CS/C(=N\S(=O)(=O)c1cccs1)NC(=O)CSc1nc2ccccc2s1	0	20&12	31*!	8	18*	3&20

Continued:
Every second line gives: PME-1 inh	PAFAH1B2 inh	PAFAH1B3 inh	LYPLA1 inh	pPAFAH FP inh	GSTO1 counter	PAD4 FP inh	PAFAH2 inh	LYPLA2 inh
> CCCS(=O)(=O)N1CCN(c2ccccn2)CC1
  -7	5	7	8	1	8	-7	2	2
> CCc1ccc(NS(=O)(=O)c2ccc(OC)c3ncccc23)cc1
  -1	5	3	0	23	17	-6	14	-6
> CSc1cccc(NC(=O)CNC(=O)C2CCCCC2)c1
  -1	10	3	-1	4	-1	-2	10	-1
> COc1ccccc1-n1c(C)nnc1SCC(N)=O
  2	-2	1	0	-1	-3	3	-6	0
> c1cnc2c(c1)ncc1cscc12
  2	-2	5	12	1	1	2	-9	9
> CCOC(=O)CC(=O)CSC1=C(C#N)C(c2ccccc2OC)CC(=O)N1 (stereo not given)
  1	1	6	2	18	13	-2	-6	7
> Cc1cc(CNC(=O)COc2ccc(C)c(C)c2)c2ccccc2n1
  -2	1	1	3	19	9	-7	-3	4
> COc1ccc(CNC(=O)c2cc(C)nn2-c2ccccc2)cc1
  -2	3	1	4	-4	3	-7	0	7
> Cc1cc(C)cc(OCCCCn2cncn2)c1
  -3	-3	-7	-2	3	-1	1	-4	-2
> COc1ccc(OC)c(/C=N/NC(=O)c2cc(-c3ccc(C)o3)nc3ccccc23)c1
  -3	-1	-1	-9	3	1	1	-4	0
> CC(=O)N1CCC2(CC1)CC(=O)c1cc(Cl)ccc1O2
  0	-3	2	3	7	-2	-6	-1	-2
> C=CCn1cc(C(=O)NCCCOC)c(=O)c2cc(S(=O)(=O)N(CC)CC)ccc21
  9	6	3	0	2	6	5	7	-4
> CCOc1ccc(CCNC(=O)c2ccc(N3CCCC3=O)cc2)cc1OCC
  4	-3	1	-11	3	9	-2	2	2
> CCc1ccc(OCc2nnc(SCc3ccc(C(=O)O)cc3)o2)cc1
  1	14	3	-1	3	-2	-1	-3	14
> CN(C)S(=O)(=O)N(CC(=O)N1CCN(Cc2ccccc2)CC1)c1ccccc1
  1	1	1	1	-1	2	4	1	3
> CN(C)C(=O)NC(Nc1cccc([N+](=O)[O-])c1)C(Cl)(Cl)Cl (stereo not given)
  6	2	-6	-2	3	2	-3	-3	0
> C=CCn1c(SCC(=O)NC2CCCCC2)nnc1C1CCCCC1
  -2	4	4	1	1	4	-3	6	1
> CC(=O)Nc1ccc(S(=O)(=O)N[C@H](C(=O)O)C(C)C)cc1
  -3	2	7	-2	3	8	-3	1	0
> COc1cc(C(=O)N2CCN(C(=O)CC(C)C)CC2)cc(OC)c1OC
  4	-4	13	-1	-5	2	1	6	-1
> COc1ccc2cc(C3(C)NC(=O)N(CC(=O)NCc4ccco4)C3=O)ccc2c1 (stereo not given)
  2	3	9	4	3	0	-5	-1	6

Next structures
Every second line gives: PME-1 inh	PAFAH1B2 inh	PAFAH1B3 inh	LYPLA1 inh	pPAFAH FP inh	GSTO1 counter	PAD4 FP inh	PAFAH2 inh	LYPLA2 inh
> O=C1/C(=C/c2ccc(N3CCOCC3)o2)SC(=Nc2ccccc2)N1CCc1c[nH]c2ccccc12
  -8	7	4	-13	6	-4	-9	-13	-10
> COCCN(CC(=O)Nc1ccccc1C(F)(F)F)C(=O)c1ccc(-n2cccn2)cc1
  -2	2	8	2	0	nt	-3	0	4
> O=C(Cc1ccccc1Cl)N/N=C/c1cccnc1
  2	3	7	-1	5	4	-1	3	2
> CCOc1ccc(N(CC(=O)Nc2ccccc2C)S(=O)(=O)c2c(C)[nH]c(=O)[nH]c2=O)cc1
  0	0	6	-1	-1	7	-1	-2	1
> COc1ccc(NC(=S)N2N=CCC2c2ccccc2)cc1 (stereo not given)
  -1	14	7	-2	-7	6	0	-2	-5
> Nc1ccc(C(=O)c2ccc3c(c2)OCCO3)cc1N
  -16	4	4	-11	-6	-7	-7	2	-21
> CC(C)(C)N1C(=O)[C@H]2[C@@H](c3ccc(Br)cc3)N3C(=O)N(c4ccc(Br)cc4)C(=O)[C@@]3(Cc3ccccc3)[C@H]2C1=O
  -14	-8	-4	-4	1	-3	3	-9	-11
> Cc1c(C)n(C)c2ccc(C(=O)NCCCN3CCOCC3)cc12
  -10	3	-5	1	0	6	-4	-4	-6
> Cc1ccc(C)c(NC(=O)C2CC(O)CN2C(=O)Oc2ccccc2)c1 (stereo not given)
  -2	0	5	-2	-2	-1	-3	0	-1
> O=C1CCCN1CCCNCC(=O)N1c2ccccc2Sc2ccccc21
  2	-2	7	0	-3	-2	-1	1	3
> CS(=O)(=O)c1cccc(C(=O)OCC(=O)NCc2cccs2)c1
  2	1	4	-1	3	nt	-4	10	5
> CCc1ccc(NC(=O)Cn2cnc3c(=O)n(C)c(=O)n(C)c32)cc1
  6	-2	5	2	3	5	2	-5	2
> COc1ccc(NC(=O)Nc2ncccc2C)cc1
  4	-1	-1	3	6	4	0	2	12
> CCCc1c(C(=O)N/N=C(/C)c2ccncc2)nnn1-c1nonc1N
  -1	4	1	-3	7	2	-8	-2	-2
> COc1cc(CN2CCN(CCOCCO)CC2)cc(OC)c1OC
  4	2	4	1	3	2	-3	-5	3
> CN1C(=O)c2cccc(N(C)C)c2C1=O
  1	2	-2	1	7	-4	2	-2	7
> CCOC(=O)c1[nH]c2ccc(OC)cc2c1NC(C)=O
  8	-1	6	0	4	10	-1	-11	0
> COc1cc(OC)c(C(=O)O/N=C(\N)c2ccccc2)cc1OC
  4	1	0	-1	-2	-3	-7	-4	-1
> Cc1cc(NC(=O)CSc2nnc(CNc3cccc(C(F)(F)F)c3)n2Cc2ccco2)no1
  3	-3	13	-1	5	-4	4	2	-4
> CCCCNC(=O)[C@@](CC)(ONc1ccccc1C(F)(F)F)c1cccc2ccccc12
  4	2	7	-2	16	nt	0	2	4

Other compounds follow:
Every second line gives: PME-1 inh	PAFAH1B2 inh	PAFAH1B3 inh	LYPLA1 inh	pPAFAH FP inh	GSTO1 counter	PAD4 FP inh	PAFAH2 inh	LYPLA2 inh
> CC(C(=O)c1ccc(Br)cc1)[n+]1cccc2ccccc21 (stereo not given)
  -6	7	0	1	0	-1	-8	-5	-2
> c1ccc(COc2ccc(-c3sc(Nc4ccccc4)n[n+]3-c3ccccc3)cc2)cc1
  -30	nt	nt	-21	0	-10	-5	nt	-37
> CC(C)c1ccc(/C=C/C(=O)NCCCc2ccccc2)cc1
  -5	2	-4	-2	4	-2	1	-5	-3
> O=C(O)c1ccccc1C1=Nc2ccc(O)cc2Oc2cc(O)ccc21
  17	9	8	19*	28*	17	26*	-73	27*
> O=C1CC(c2cccc(Cl)c2)c2cc3c(cc2N1)CCC3 (stereo not given)
  3	-1	1	-2	28*	-3	6	7	-2
> Cn1cccc1/C=C1\CCc2ccccc2C1=O
  3	1	7	-4	2	-2	-9	4	-1
> O=C(NCc1cccc(C(F)(F)F)c1)C1CCCN(c2cnccn2)C1 (stereo not given)
  1	2	3	1	5	-33	-1	-3	-4
> CCN(CCS(=O)(=O)c1ccc(Cl)cc1)C(=O)Nc1ccc(Cl)cc1
  0	7	2	-5	-4	0	0	0	-6
> COc1cc(NS(=O)(=O)c2ccc(NC(=O)COc3ccc(C)cc3)cc2)nc(OC)n1
  3	6	0	4	8	-1	0	-3	1
> N#C/C(=C/c1ccc2c(c1)OCO2)C(=O)NCCc1c[nH]c2ccccc12
  0	6	2	-2	10	-3	-1	-3	-4
> CC1CCN(S(=O)(=O)c2ccc(C(=O)OCc3ccc4c(c3)OCO4)cc2)CC1
  1	3	3	3	0	-5	0	-17	2
> COCCNC(=S)N(Cc1cc2cc(C)ccc2n2nnnc12)C1CCCC1
  1	-1	2	3	3	-6	-1	-3	1
> CC(=O)NCc1ccc(C(=O)CSc2nnc(-c3ccncc3)n2Cc2ccccc2)o1
  10	3	4	4	10	14	0	15	4
> Cc1ccc(CNC(=O)c2cnccn2)cc1
  -2	0	-2	-2	2	5	-2	-10	5
> COc1ccc(C2C(C#N)=C(N)Oc3cc(O)ccc32)cc1C (stereo not given)
  0	3	-1	-6	6	2	-2	5	-8
> N#CCSc1ccccc1NC(=O)CN1C(=O)C(=O)N(Cc2ccccc2)C1=O
  nt	1	3	nt	4	nt	3	-5	nt
> CCCC(=O)Nc1c(-c2ccccc2OC)c(=O)c2ccccc2n1C
  -1	3	2	3	4	5	3	-1	5
> O=C(CN(CCc1ccccc1)C(=O)CNS(=O)(=O)c1ccc(F)cc1)NCC1CCCO1 (stereo not given)
  0	6	2	1	5	-2	0	22	-1
